Casp6 inh = caspase-6 (human) enzyme inhibition | inhibition, % at 12.5 µM | P55212 | hit rate 0.53% among 350,000 | purified caspase-6, Z-VEID-R110 cleavage fluorescence;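 active = mean inhibition across replicates at least about 35%, with every replicate also reaching that limit, limit read from the data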;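 also: 0% = median of neutral control wells and 100% = no fluorescence left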
Target sequence (P55212 24-179 limits assumed): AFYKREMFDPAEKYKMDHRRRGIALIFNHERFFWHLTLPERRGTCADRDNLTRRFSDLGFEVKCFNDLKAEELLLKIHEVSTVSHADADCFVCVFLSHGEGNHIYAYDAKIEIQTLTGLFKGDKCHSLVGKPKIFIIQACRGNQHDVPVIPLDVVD
Target sequence (P55212 194-293 limits assumed): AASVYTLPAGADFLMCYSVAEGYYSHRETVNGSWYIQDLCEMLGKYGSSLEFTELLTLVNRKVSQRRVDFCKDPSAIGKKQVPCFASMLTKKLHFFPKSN
Statin myotox sup = suppression of simvastatin myotoxicity; C2C12 myotubes + simvastatin, ATP luminescence, 48 h; scaled: DMSO 0, geranylgeraniol control 100; rescue of ATP level, % at 7.49 µM; hit rate 0.78% among 330,000; AID 602340;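 active = mean ATP rescue above about 67%, or every replicate alone reaching that limit, limit read from the data, passing the limit was not always enough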;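 also: myotubes were challenged with 10 µM simvastatin during compound exposure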
SIRT5 block = inhibitors of human sirtuin-5 desuccinylase; Purified SirT5, succinyl-peptide AMC, trypsin-coupled fluorescence; inhibition, % at 15 µM; hit rate 1.1% among 330,000; in the data active = inhibition above about 15%
Target sequence (Q9NXA8 whole entry, looked up): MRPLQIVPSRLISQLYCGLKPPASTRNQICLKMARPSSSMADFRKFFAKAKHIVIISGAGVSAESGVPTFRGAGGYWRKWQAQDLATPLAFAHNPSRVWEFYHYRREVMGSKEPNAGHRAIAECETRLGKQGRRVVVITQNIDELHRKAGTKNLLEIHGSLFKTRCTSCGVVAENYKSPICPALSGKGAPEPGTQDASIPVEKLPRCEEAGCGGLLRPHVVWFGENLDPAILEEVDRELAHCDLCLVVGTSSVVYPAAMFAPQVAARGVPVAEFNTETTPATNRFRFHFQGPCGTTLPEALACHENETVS
LGR2 antag = inhibitors of bursicon-induced Drosophila LGR2 receptor cAMP signaling; HEK293 LGR2, CRE-luciferase, bursicon-stimulated, 4 h; inhibition, % at 9.99 µM; hit rate 0.35% among 380,000; AID 720647;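 active = drop in luminescence signal, shown as inhibition above about 50% in the replicate tests, limit read from the data, passing the limit was not always enough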;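 also: agonist challenge used bursicon conditioned medium at about half maximal strength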
FN deposition inh = fibronectin deposition inhibition; AH1F fibroblasts, Alexa488-fibronectin deposition fluorescence, overnight; inhibition, % at 12.6 µM; hit rate 0.086% among 350,000;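 active = mean inhibition across replicates of 30% or more, regardless of how many single replicates reach that level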;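 also: positive control wells lacked labelled fibronectin entirely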
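material = AH1F fibroblast monolayer depositing Alexa488-labelled fibronectin into matrix | amount = 10000 AH1F cells/well | buffer or medium = DMEM plus 2% serum, read in PBS | incubation = 1 h cell adhesion before compound, then overnight fibronectin incubation | detection = fluorescence at 485 nm excitation, 525 nm emission | evaluation = percent inhibition as loss of matrix-bound fibronectin fluorescence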
esBAF inh = SWI/SNF esBAF complex inhibition; mouse ES cells, Bmi1-luciferase knock-in reporter, 24 h; 100% = twice the neutral-well signal; reporter increase, % at 12.5 µM; hit rate 2% among 350,000; AID 602393; in the data active = activation above about 40%;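 also: 0% = median of the plate's neutral control wells and 100% = double that signal; a rise in the Bmi1 reporter signal indicates esBAF inhibition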
S100A4 inh HTS = S100A4-myosin IIA interaction inhibition. P26447. S100A4/TAMRA-MyoIIA peptide fluorescence polarization. inhibition, % at 10.7 µM. hit rate 0.14% among 360,000. AID 652163;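 active = mean inhibition of at least 70% across replicates, with every replicate also reaching that level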
Target sequence (P26447 whole entry, looked up): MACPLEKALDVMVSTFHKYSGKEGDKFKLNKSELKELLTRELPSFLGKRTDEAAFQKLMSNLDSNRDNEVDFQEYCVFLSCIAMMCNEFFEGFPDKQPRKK
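Material: S100A4 monomer protein / Buffer or medium: 50 mM HEPES pH 7.2, 10 mM CaCl2, 100 mM KCl / Times: 5 min incubation before reading / Benchmarks: neutral control DMSO, positive control TFP / Reagent: labelled myosin peptide probe, 5 nM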
Active calls of the source: *; & = joins results of further samples. Not all compounds are listed (hit frequency here may not be typical).

Results for COc1ccc(NC(=O)N(C)C[C@H]2OCCCC[C@H](C)Oc3ccc(NC(=O)Nc4cccc5ccccc45)cc3C(=O)N([C@@H](C)CO)C[C@H]2C)cc1 ?
Casp6 inh: 1; SIRT5 block: 14; LGR2 antag: 7&-9; FN deposition inh: 3; esBAF inh: 3; S100A4 inh HTS: -12

What do the screens show for `CCOc1ccc(C2CC(c3ccc(CC)cc3)Nc3nc(N)nn32)cc1` (configuration not stated)?
Casp6 inh: -3; Statin myotox sup: 18; LGR2 antag: -14; FN deposition inh: -2; esBAF inh: 31; S100A4 inh HTS: 1

What do the screens show for `Cc1ccccc1COC(=O)CNC(=O)c1sc2ccccc2c1Cl`?
Casp6 inh: -2; Statin myotox sup: 20; SIRT5 block: -3; LGR2 antag: 12; FN deposition inh: 2; esBAF inh: 11; S100A4 inh HTS: 0

How did CCC(=O)Nc1ccc2c(c1)OC[C@@H](C)N(C(=O)c1ccc(F)cc1)C[C@H](C)[C@H](OC)CN(C)C2=O do in these assays?
Casp6 inh: -2; Statin myotox sup: 0; SIRT5 block: 5; LGR2 antag: -11; FN deposition inh: -2; esBAF inh: 0; S100A4 inh HTS: -2

How did CCOc1ccc(C(=O)NCC(=O)OCC(=O)N2C(C)CCCC2C)cc1 (configuration not stated) do in these assays?
Statin myotox sup: -2; FN deposition inh: 4; esBAF inh: -3

How did COc1cc(OC)cc(C(=O)NCCCCCCNC(=O)c2cc(OC)cc(OC)c2)c1 do in these assays?
Casp6 inh: 0; Statin myotox sup: -4; SIRT5 block: -5; LGR2 antag: -4; FN deposition inh: -9; esBAF inh: -7; S100A4 inh HTS: 1

How did COc1ccc(OC)c(CCNC(=O)c2ccc(CS(=O)Cc3ccc(Cl)cc3)o2)c1 (configuration not stated) do in these assays?
Casp6 inh: 2; Statin myotox sup: -3; SIRT5 block: 0; LGR2 antag: -15; FN deposition inh: 1; esBAF inh: -2; S100A4 inh HTS: -1

What do the screens show for `COc1ccc2nc(SCC(=O)Nc3ccc(S(=O)(=O)Nc4onc(C)c4C)cc3)[nH]c2c1`?
Statin myotox sup: 0; LGR2 antag: 5; esBAF inh: -10

What do the screens show for `O=C(C[C@H]1CC[C@@H](NC(=O)Nc2ccc(F)cc2)[C@@H](CO)O1)NCCN1CCCC1`?
Casp6 inh: -1; Statin myotox sup: 1; SIRT5 block: 3; LGR2 antag: -1; FN deposition inh: 5; esBAF inh: 1; S100A4 inh HTS: 4

What do the screens show for `O=C(Cc1ccc(Br)c2ccccc12)N/N=C/c1ccccn1`?
Casp6 inh: 3; SIRT5 block: -2; LGR2 antag: 9; FN deposition inh: 18; S100A4 inh HTS: 5

Results for Clc1cccc(/C=N/Nc2ncnc3ccccc23)c1 ?
Statin myotox sup: -10; FN deposition inh: 6; esBAF inh: 53*

Results for C#CCNC(=O)C1=C[C@@H](C2CC2)C[C@@H](OCc2ccc(CO)cc2)O1 ?
Casp6 inh: 1&0; Statin myotox sup: -7; SIRT5 block: -2&1; FN deposition inh: 5; esBAF inh: 5; S100A4 inh HTS: -5&0

Results for O=C(O)/C=C/c1ccc(O)c(O)c1 ?
Casp6 inh: 6; Statin myotox sup: 4; SIRT5 block: 2; LGR2 antag: -6; FN deposition inh: -6; esBAF inh: -6; S100A4 inh HTS: -20

How did C[C@@H]1CN([C@@H](C)CO)C(=O)c2cc(NC(=O)CCC(F)(F)F)ccc2O[C@@H]1CN(C)C(=O)Nc1ccccc1 do in these assays?
Casp6 inh: 2; Statin myotox sup: 3; SIRT5 block: 3; LGR2 antag: -18; FN deposition inh: 2; esBAF inh: -9; S100A4 inh HTS: -1

Results for COc1ccc(/C=C/c2nc(N)nc(-c3ccccc3O)n2)cc1OC ?
Casp6 inh: -2; SIRT5 block: 10; LGR2 antag: 28; FN deposition inh: -3; S100A4 inh HTS: -3

What do the screens show for `S=C(Nc1ccccc1)Nc1nc2ccccc2n1CCOc1ccc(Br)cc1`?
Statin myotox sup: 4; LGR2 antag: -2; FN deposition inh: 2; esBAF inh: -6

Results for COC(=O)c1sccc1S(=O)(=O)Nc1ccc(Cl)cc1 ?
Casp6 inh: 1; SIRT5 block: 0; LGR2 antag: -9; FN deposition inh: 9; S100A4 inh HTS: 5

What do the screens show for `CCCCn1nc(C(=O)N(C)CC(=O)Nc2cccc(F)c2)c2ccccc2c1=O`?
Casp6 inh: -3; Statin myotox sup: 21; SIRT5 block: -4; LGR2 antag: 1; FN deposition inh: -3; S100A4 inh HTS: -1

Results for Cc1ccc(S(=O)(=O)n2cnc3cc([N+](=O)[O-])ccc32)cc1C ?
Statin myotox sup: 4; LGR2 antag: 4; FN deposition inh: 12; esBAF inh: -3

Results for COc1ccc(C2CC(c3ccc(C)cc3)=NN2C(=O)c2ccccc2)cc1 (configuration not stated) ?
Casp6 inh: -2; Statin myotox sup: 22; SIRT5 block: -6; LGR2 antag: 14; FN deposition inh: 3; esBAF inh: 9; S100A4 inh HTS: 2

What do the screens show for `COc1ccc(/C(C)=N/NC(=O)c2ccc(CSc3nncn3C)cc2)cc1`?
Casp6 inh: 1; SIRT5 block: 4; LGR2 antag: -6; FN deposition inh: -19; S100A4 inh HTS: 3

Results for C[C@H](CO)N1C[C@H](C)[C@@H](CN(C)Cc2ccncc2)Oc2c(NS(C)(=O)=O)cccc2C1=O ?
Casp6 inh: -2&-2; Statin myotox sup: -4&-9; SIRT5 block: 0&-3; LGR2 antag: 9; esBAF inh: 3&-2; S100A4 inh HTS: 7&-16

Results for O=C(COc1ccc(Cl)cc1)NCc1nnc(SCC(=O)N2CCCCC2)o1 ?
Statin myotox sup: -2; FN deposition inh: 8; esBAF inh: -6

Results for CC(C)C[C@@H](CN1CCC[C@H]1CN1C(=O)C(=O)NC[C@@H]1Cc1ccc(O)cc1)N1C[C@H](Cc2ccc(O)cc2)N(CC2CCCCCC2)C(=O)C1=O ?
Casp6 inh: -4; SIRT5 block: 2; LGR2 antag: 6; FN deposition inh: -2; S100A4 inh HTS: 1

How did O=C(NCCCCNC(=O)c1c(Cl)cccc1Cl)c1c(Cl)cccc1Cl do in these assays?
Casp6 inh: -2; SIRT5 block: -5; LGR2 antag: 2; FN deposition inh: -11; S100A4 inh HTS: 0

How did CCCNC(=O)Nc1ccc2c(c1)C(=O)N(C)C[C@@H](OC)[C@@H](C)CN(C)[C@@H](C)CO2 do in these assays?
Casp6 inh: -5; Statin myotox sup: 1; SIRT5 block: -1; LGR2 antag: 10; FN deposition inh: 4; esBAF inh: -3; S100A4 inh HTS: 2

Results for O=C1NC(c2ccccc2)(c2ccccc2)C(=O)N1CNc1ccccn1 ?
Casp6 inh: -1; LGR2 antag: 0; FN deposition inh: 9; S100A4 inh HTS: -8

How did CC(=O)c1ccc(N2CCN(C(=O)c3ccc(C(=O)c4ccccc4)cc3)CC2)cc1 do in these assays?
Casp6 inh: 1; Statin myotox sup: -6; SIRT5 block: 5; LGR2 antag: -16; FN deposition inh: 3; esBAF inh: 15; S100A4 inh HTS: -4

Results for COc1cc(C(=O)N(C)CCOc2ccccc2)ccc1OCC(=O)Nc1cccc(C(F)(F)F)c1 ?
Casp6 inh: -50; Statin myotox sup: -2; SIRT5 block: 14; LGR2 antag: 13; FN deposition inh: -2; esBAF inh: -5; S100A4 inh HTS: 10

How did Clc1ccc2nc(CSc3ccccc3)cn2c1 do in these assays?
Casp6 inh: -3; SIRT5 block: -2; LGR2 antag: 32; FN deposition inh: -7; S100A4 inh HTS: 31

How did CCS(=O)(=O)c1ccc(-c2cccc(NC(=O)COc3ccccc3)c2)nn1 do in these assays?
Casp6 inh: 3; Statin myotox sup: 0; SIRT5 block: -8; LGR2 antag: 7; FN deposition inh: 6; esBAF inh: 1; S100A4 inh HTS: 41

Results for N=c1c(C(=O)NCC2CCCO2)cc2c(=O)n3ccccc3nc2n1Cc1ccco1 (configuration not stated) ?
Casp6 inh: 0; Statin myotox sup: -10; SIRT5 block: -7; LGR2 antag: -2; FN deposition inh: -3; esBAF inh: -5; S100A4 inh HTS: 3

What do the screens show for `Cc1c(N=C2C=CC(=O)c3ccccc32)c(=O)n(-c2ccccc2)n1C`?
Casp6 inh: 28; SIRT5 block: 2; LGR2 antag: 18; FN deposition inh: 3; S100A4 inh HTS: 0

What do the screens show for `CCOc1ccc(C(=O)NC(=S)Nc2cccnc2)cc1[N+](=O)[O-]`?
Casp6 inh: -4; SIRT5 block: -3; LGR2 antag: -36; FN deposition inh: -2; S100A4 inh HTS: -4

What do the screens show for `COC(=O)c1cc(S(=O)(=O)N(C)C2CCCCC2)c[nH]1`?
Casp6 inh: 2; Statin myotox sup: 10; SIRT5 block: -3; LGR2 antag: -10; FN deposition inh: 5; esBAF inh: -5; S100A4 inh HTS: -6

What do the screens show for `CCOC(=O)N1CCN(C(=O)c2cc(OCC)c(OCC)c(OCC)c2)CC1`?
Casp6 inh: -1; SIRT5 block: -2; LGR2 antag: 24; S100A4 inh HTS: 4

Ordered by number of heavy atoms (rising): part of the list above.
What do the screens show for `Cc1c(N=C2C=CC(=O)c3ccccc32)c(=O)n(-c2ccccc2)n1C`?
Casp6 inh: 28; SIRT5 block: 2; LGR2 antag: 18; FN deposition inh: 3; S100A4 inh HTS: 0

Results for O=C1NC(c2ccccc2)(c2ccccc2)C(=O)N1CNc1ccccn1 ?
Casp6 inh: -1; LGR2 antag: 0; FN deposition inh: 9; S100A4 inh HTS: -8

How did CCS(=O)(=O)c1ccc(-c2cccc(NC(=O)COc3ccccc3)c2)nn1 do in these assays?
Casp6 inh: 3; Statin myotox sup: 0; SIRT5 block: -8; LGR2 antag: 7; FN deposition inh: 6; esBAF inh: 1; S100A4 inh HTS: 41

How did CCCNC(=O)Nc1ccc2c(c1)C(=O)N(C)C[C@@H](OC)[C@@H](C)CN(C)[C@@H](C)CO2 do in these assays?
Casp6 inh: -5; Statin myotox sup: 1; SIRT5 block: -1; LGR2 antag: 10; FN deposition inh: 4; esBAF inh: -3; S100A4 inh HTS: 2

How did CC(=O)c1ccc(N2CCN(C(=O)c3ccc(C(=O)c4ccccc4)cc3)CC2)cc1 do in these assays?
Casp6 inh: 1; Statin myotox sup: -6; SIRT5 block: 5; LGR2 antag: -16; FN deposition inh: 3; esBAF inh: 15; S100A4 inh HTS: -4

(next part)
What do the screens show for `Cc1cc(C)cc(N2CCCn3c2nc2c3c(=O)n(CC(=O)OCc3ccccc3)c(=O)n2C)c1`?
Casp6 inh: -1; SIRT5 block: 2; S100A4 inh HTS: 5

What do the screens show for `Cc1c(Cl)cccc1Nc1n[nH]c(=S)s1`?
Casp6 inh: -2; SIRT5 block: -3; LGR2 antag: 10; FN deposition inh: -2; S100A4 inh HTS: -1

Results for C[C@H]1CCCCO[C@@H](CN(C)Cc2ccc(C(=O)O)cc2)[C@@H](C)CN([C@@H](C)CO)C(=O)c2cc(NC(=O)c3ccccc3)ccc2O1 ?
Casp6 inh: 4; SIRT5 block: -3; LGR2 antag: 1; FN deposition inh: -4; esBAF inh: -1; S100A4 inh HTS: 19

How did C[C@H]1CN([C@@H](C)CO)C(=O)c2cc(NC(=O)Cc3ccccc3)ccc2O[C@H]1CN(C)C(=O)Nc1ccc2c(c1)OCO2 do in these assays?
Statin myotox sup: -2; LGR2 antag: 13; esBAF inh: 71*

Results for Cc1cccc(Cc2nnc(CCC(=O)N(C)Cc3ccncc3C)o2)c1 ?
Casp6 inh: -1; SIRT5 block: 1; FN deposition inh: 9; S100A4 inh HTS: 0

Screening data from PubChem.
